High-throughput results as filed in PubChem.
HEK293 NFkB inh – inhibitors of the PMA/ionomycin-induced NF-kB reporter in HEK293 cells; HEK-293 NF-kB luciferase reporter, luminescence; inhibition, % at 3 µM; 62,000 tested, 0.21% active;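 active = inhibition above the mean of all tested compounds plus 3 SD, cut at about 40% in these data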;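 note: 0% = stimulated DMSO wells and 100% = 10 µM reference inhibitor 5653914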
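System: NF-kB luciferase reporter HEK-293 cells | Replication: Single test | Control set: DMSO vs reference inhibitor | Evaluation: % inhibition | Schedule: 1 h pretreatment, 16 h stimulation, 37 °C | Probe or stimulus: PMA with ionomycin | Compound dosing: One dose, 3 µM | Detection: Luciferase luminescence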
PKA kinase inh – PKA (human) kinase inhibition | P17612 | PKA Kemptide phosphorylation, Kinase-Glo ATP luminescence | inhibition, % at 6 µM | 65,000 tested, 0.1% active;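 active = inhibition above the screen-wide mean inhibition plus 3 SD, cut at about 21% in these data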; note: many of its hits are not listed in these tables
Autofluor 339 – intrinsic fluorescence of library compounds, ex339/em460 – biochemical, MLSMR library, data from DPM-DC assay, artefact control, profiling panel | AID 709 | 65,000 tested, 5.5% active | fluorescence fold increase at 10 µM | compound autofluorescence, ex339/em460 nm, NADH buffer; hits give high values; 1 = no-compound wells, NADH background;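 active = at 10 µM, mean starting fluorescence two-fold or more over control wells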;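 note: signal is the first read of a kinetic run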
JNK3 inh – blocks human JNK3 kinase activity | purified JNK3 kinase activity, HTS | inhibition, % at 8 µM | 60,000 tested, 0.61% active | AID 746; in the data active = inhibition above about 17%;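 note: 0% = DMSO and 100% = reference inhibitor; many of its hits are not listed in these tables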
Target sequence (P53779 whole entry, looked up): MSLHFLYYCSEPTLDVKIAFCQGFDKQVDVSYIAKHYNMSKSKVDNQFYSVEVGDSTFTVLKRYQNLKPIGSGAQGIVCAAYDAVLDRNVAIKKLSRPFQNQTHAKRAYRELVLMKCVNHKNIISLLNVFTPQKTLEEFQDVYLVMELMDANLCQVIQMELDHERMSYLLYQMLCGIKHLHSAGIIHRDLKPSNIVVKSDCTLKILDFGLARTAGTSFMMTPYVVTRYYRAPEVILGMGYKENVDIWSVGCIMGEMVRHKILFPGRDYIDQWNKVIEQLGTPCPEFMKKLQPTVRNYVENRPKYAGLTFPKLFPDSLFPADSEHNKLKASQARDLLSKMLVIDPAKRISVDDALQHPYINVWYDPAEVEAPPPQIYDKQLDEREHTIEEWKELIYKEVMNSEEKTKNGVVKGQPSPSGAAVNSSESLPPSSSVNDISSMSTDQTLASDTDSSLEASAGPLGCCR
NADH coupling – inhibitors of enzymes used to reach an NAD/NADH endpoint. coupled PK/LDH NADH assays, four targets. IC50, µM (doses to about 10 µM), inactives show top-dose inhibition. 65,000 tested, 0.02% active. AID 774;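 active = single-dose screening hits from any of four coupled enzyme assays that gave an IC50 when retested across doses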;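 note: the DPM-DC format reads NADH fluorescence rather than 340 nm absorbance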
ROCK2 blocker – inhibitors of human Rho kinase 2. AID 604. inhibition, % at 6 µM. 60,000 tested, 0.35% active. purified ROCK2, Kinase-Glo ATP depletion luminescence. O75116;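 active = inhibition above the screen-wide mean inhibition plus 3 SD, cut at about 18% in these data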;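 note: plate controls were DMSO wells for no effect and Y-27632 control wells after no-enzyme background subtraction for full effect; many of its hits are not listed in these tables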
MMP-13 inhibitor – inhibitors of human MMP13; inhibition, % at 4 µM; 65,000 tested, 0.07% active; MMP-13 fTHP FRET cleavage, Mca fluorescence;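 active = inhibition above the mean of compound-free control plate wells plus 3 SD, cut at about 14% in these data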;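 note: 0% = DMSO wells and 100% = wells with reference MMP-13 inhibitor after basal subtraction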
A340 absorber – compounds absorbing at 340 nm | compound absorbance at 340 nm, fold over control | 65,000 tested, under 10 active | fold change at 10 µM;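 active = at 10 µM dose, initial 340 nm absorbance at least 2 fold that of control wells; inactive = change under 2 fold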;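 note: initial absorbance extrapolated from kinetic A340 decline of NADH oxidation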
tolC growth inh – E. coli tolC mutant growth inhibition | E. coli BW25113 tolC mutant growth, OD615 | growth inhibition, % at 10 µM (by protocol) | 65,000 tested, 2.2% active;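 active = growth inhibition at or above a cutoff equal to the mean over every tested compound plus 3 SD, cut at about 60% in these data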;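 note: growth measured after 20 h incubation at 37 °C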
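test system = E. coli BW25113 ΔtolC::kan bacteria | medium = LB with kanamycin 50 µg/mL | signal = OD at 615 nm | schedule = 37 °C, 20 h exposure | evaluation = % inhibition of E. coli growth | compound dosing = one dose of 10 µM final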
An asterisk follows results filed as active; i = inactive; nt = not tested or not shown; [ ] = dose if it differs, or a comment. Some of the compounds tested; count on the stated rates, not on these rows.

smiles	HEK293 NFkB inh	PKA kinase inh	Autofluor 339	JNK3 inh	NADH coupling	ROCK2 blocker	MMP-13 inhibitor	A340 absorber	tolC growth inh
O=C1C=C(NCc2ccccc2)C2(CCCCC2)O1	11	1	1.1	5	3%	4	-2	1	-8
Cc1cccc(Nc2nc(NCc3ccco3)nc(N3CCOCC3)n2)c1	8	10	1.1	2	6%	3	3	1	62*
O=c1/c(=C/c2ccccn2)sc2n1CN(c1ccccc1)CN=2	nt	-3	1	0	6%	3	-4	1.2	6
CSc1nc2ccc(NC(=O)C3CC(=O)N(Cc4ccco4)C3)cc2s1 (stereo unspecified)	17	-4	1.1	nt	5%	nt	5	1.1	20
COc1ccc2c(c1)C(C)=CC(C)(C)N2C(=O)CSc1nnc(-c2ccc(C)cc2)o1	10	-6	1.1	-2	2%	0	2	1	44
COc1cccc(C(C(=O)NC(C)(C)C)N(C(=O)CCC(=O)Nc2cc(C)on2)C(C)C)c1OC (stereo unspecified)	26	9	1.1	-3	3%	2	-2	1	8
CCCC(=O)Nc1ccc(NC(=O)C2CC2)cn1	-5	7	1.1	-6	2%	2	-1	0.98	-12
CCC(=O)N1CCc2cc(Br)cc(S(=O)(=O)NCCN3CCCCC3C)c21 (stereo unspecified)	3	2	1.1	nt	2%	nt	-6	1	-6
CCOC(=O)C(C)Oc1cccc2c(=O)n(CC(=O)NCc3ccc4c(c3)OCO4)ccc12 (stereo unspecified)	34	10	1.2	-2	5%	2	-3	1.1	-1
COc1ccc(CC(NC(C)=O)C(=O)NC2CCN(C(=O)NCc3ccccc3)CC2)cc1 (stereo unspecified)	5	-4	1.1	2	4%	-6	-9	1	-15
O=c1cc(N2CCC3(CC2)OCCO3)[nH]c(=O)n1-c1ccc(Cl)cc1	18	1	1.2	-6	5%	0	-1	0.99	-1
COc1ccc(N2CCN(S(=O)(=O)c3ccc(C(=O)NCc4ccco4)cc3)CC2)cc1	11	6	1.1	nt	2%	nt	4	0.99	-9
CCCCOc1ccc(C(=O)N2CCCC2C(=O)O)cc1 (stereo unspecified)	nt	3	1.1	0	1%	1	0	1	4
CCn1nnnc1SCC(=O)Nc1nnc(C(C)C)s1	13	-9	1	0	3%	3	-4	0.98	-7
CCc1ccccc1-n1c(SCC(=O)N2CCCC2)nnc1-c1ccccn1	21	0	1.1	8	4%	0	5	0.99	-9
CCCCN(C(=O)c1cc(OC)c(OC)c(OC)c1)C1=CC2CCC(C1)N2C (stereo unspecified)	18	-1	1.1	1	6%	1	0	0.98	-24
O=S(=O)(NCc1cn2ccsc2n1)c1ccc2c(c1)OCCO2	-9	2	0.99	-1	1%	2	-4	0.99	3
CCN(CC)S(=O)(=O)c1cccc(-c2nnc(SCC(=O)c3ccc(Cl)s3)n2C)c1	15	9	1.1	-7	7%	4	-5	0.99	2
CCCC(=O)N=C1SC2CS(=O)(=O)CC2N1c1ccc(C(C)=O)cc1 (stereo unspecified)	-7	-13	1.1	3	6%	-8	0	1	-6
COc1ccc(OC)c(NC(=O)NCc2ccc(F)cc2)c1	-6	3	1.1	-1	5%	6	0	1.1	9

One compound at a time (already shown). Values in the order: HEK293 NFkB inh | PKA kinase inh | Autofluor 339 | JNK3 inh | NADH coupling | ROCK2 blocker | MMP-13 inhibitor | A340 absorber | tolC growth inh
COc1ccc(OC)c(NC(=O)NCc2ccc(F)cc2)c1 is entered as -6 | 3 | 1.1 | -1 | 5% | 6 | 0 | 1.1 | 9
CCc1ccccc1-n1c(SCC(=O)N2CCCC2)nnc1-c1ccccn1 is entered as 21 | 0 | 1.1 | 8 | 4% | 0 | 5 | 0.99 | -9

Going on with the list.
smiles	HEK293 NFkB inh	PKA kinase inh	Autofluor 339	JNK3 inh	NADH coupling	ROCK2 blocker	MMP-13 inhibitor	A340 absorber	tolC growth inh
COc1ccc(CCNC(=O)C2CCCN(S(=O)(=O)c3cnc[nH]3)C2)cc1OC (stereo unspecified)	2	1	1	-2	4%	3	3	1	-2
C=CCN(C(=O)CNC(=O)c1ccco1)C(C(=O)NC1CCCCC1)c1ccccc1 (stereo unspecified)	3	-2	1.1	5	9%	9	-1	0.97	9
O=C(NCc1ccccn1)c1cn(CCc2ccccc2)nn1	14	15	1.1	-2	7%	3	0	1	-7
Cc1ccc(Cn2cnc3c(nnn3Cc3ccc(Cl)cc3)c2=O)cc1	8	6	1.1	4	5%	2	12	1	-9
O=C(COC(=O)c1ccc[nH]c1=O)c1ccc(Cl)s1	3	5	1	-1	2%	4	4	1	-7
CCOC(=O)c1cnc(SCC(=O)N2CCc3ccccc32)nc1N	-8	3	1.1	8	3%	1	0	1.1	-3
COc1cc2c(cc1OC)CN(C(=O)Cc1ccc(OC)c(S(=O)(=O)N3CCOCC3)c1)CC2	9	1	1.1	-4	5%	0	3	1	-12
N#Cc1c(NC(=O)c2nc3ncccn3n2)sc2c1CCCCC2	-50	4	1.1	0	3%	-3	7	1.1	14
O=C(Nc1ccc(S(=O)(=O)N2CCCCCC2)cc1)C1CCCO1 (stereo unspecified)	4	0	1.1	-5	5%	-8	6	1	6
O=C(Nc1cccnc1N1CCOCC1)c1cc2ccccc2oc1=O	8	12	1	nt	3%	nt	-61	1.1	-3
c1cc2c(cc1-c1cnc3n1CCC3)OCCO2	23	10	1.1	-13	12%	4	-4	1	2
Cc1cccc(N2C(=O)CC(N3CCN(Cc4ccc5c(c4)OCO5)CC3)C2=O)c1 (stereo unspecified)	16	2	0.99	1	5%	0	1	1	-23
N#Cc1nc(-c2cccc3ccccc23)oc1NCCN1CCOCC1	-7	3	3.6*	0	14%[fluoresces]	3	-316[fluorescence artefact?]	1.1	28
COc1ccc(OC)c(C(c2nnnn2CC2CCCO2)N2CCN(C3CCCC3)CC2)c1 (stereo unspecified)	10	2	1.1	2	4%	-5	-26	0.97	13
CC(C)C[C@H](NC(=O)N1CCN(c2ccccc2)CC1)C(=O)O	9	10	1.1	0	0%	6	5	1.1	-15
CC(=O)c1ccc(NC2OC(CO)C(O)C(O)C2O)cc1 (stereo unspecified)	9	4	1.1	4	3%	-3	7	1	-12
Cc1ccccc1-n1c(=O)cc(NCc2ccc3c(c2)OCO3)[nH]c1=O	9	7	1.1	nt	3%	nt	5	0.99	11
O=C(NCc1ccccc1Cl)C1CCN(S(=O)(=O)N2CCC3(CC2)OCCO3)CC1	12	2	1.1	2	6%	2	-1	0.99	-18
COc1ccc(-n2ncc3c(N4CCC(C)CC4)ncnc32)cc1	-27	-2	1.1	7	3%	0	-20	1	52
CC(C)Oc1ccc2c(=O)c(-c3ccccc3)coc2c1	nt	2	1	2	2%	4	-4	0.97	4
CCCCN(C)C(=O)C1CCN(CCCc2ccccc2)CC1	-3	2	1.1	-10	6%	0	-15	1.1	-10
COc1cc2[nH]c3c(N4CCC(C(N)=O)CC4)ncnc3c2cc1OC	0	9	2.8*	-2	12%	0	-17	1	-19
O=C(NC1CCCCCCC1)c1cnccn1	2	6	1.1	-3	7%	4	-4	1	11
O=C1N=C(N2CCOCC2)SC1=C1CCCCC1	-8	1	1	2	11%	0	-1	1	8
Cc1nn(CC(=O)O)c(C)c1C	10	9	1	-1	2%	4	-8	1	-17
CCN(CC)S(=O)(=O)c1ccc(C2CNC(=O)C2)cc1 (stereo unspecified)	-5	0	1.1	-8	1%	-1	-9	1.1	-11
CC(Sc1nc2ccccc2o1)C(=O)O (stereo unspecified)	3	0	1.1	4	5%	1	-5	1	-31
COCCNS(=O)(=O)c1ccc(OCC(=O)OC)c(Cl)c1	13	0	1.1	-4	1%	1	-1	1.1	-9
N#Cc1c2c(c(-c3ccccc3)[nH]c1=O)CCCC2	nt	4	1	-4	4%	5	-10	1.1	5
CC1=C(C(=O)Nc2ccccc2)C(c2ccc3c(c2)OCO3)C2=C(CCCC2=O)N1 (stereo unspecified)	22	-3	2.2*	-4	7%	2	-4	1.1	-3
O=C(Nn1cnnc1)c1ccncc1	14	14	1.1	3	4%	3	2	1	-6
O=C1CCCc2c1cc(C(=O)Nc1ccc(Br)cn1)c(=O)n2-c1ccccc1	-3	-2	1.1	5	8%	2	6	1.2	9
Cc1ccc(C)c2[nH]c(=O)c(CCNC(=O)C(C)(C)C)cc12	14	-8	1.4	-4	7%	-1	-2	1.1	-9
CCCn1c(=O)c(C(=O)Nc2nnc(CC)s2)c(O)c2ccccc21	20	0	1.2	1	3%	-1	6	0.99	50
Cc1occc1-c1nnc(SCC(=O)N2CCN(c3ccc(F)cc3)CC2)n1C	11	0	0.97	-9	5%	0	0	1	-6
Cc1cccn2c(=O)c3cc(C(=O)NCc4ccco4)c(=N)n(CCOCCO)c3nc12	-12	4	5*	-4	9%[fluoresces]	5	i[fluorescence artefact?]	1	-9
CC(C)CC(=O)Nc1ccccc1N1CCN(C(=O)c2ccccc2)CC1	-3	1	1.1	0	1%	-4	5	1	6
COCC(C)NC(=O)c1ccc(N(C)C)cc1 (stereo unspecified)	9	-3	1.1	-4	2%	-10	-2	1.1	-14
Cc1cc(C)c2c(n1)sc1c(N3CCN(CCO)CC3)ncnc12	7	3	1.2	10	4%	6	-5	1.1	25
CCOC(=O)N1CCC(N2Cc3cccc(C(=O)N4CCN(C5CCCCC5)CC4)c3C2=O)CC1	4	1	1.1	4	6%	6	2	1	4
O=C1CCc2cc(S(=O)(=O)N3CCC(C(=O)NC4CCCC4)CC3)ccc2N1	10	5	1.1	-4	2%	3	-2	1	-10
COc1ccc(OC)c(S(=O)(=O)N(C)CC(=O)N2CCN(c3ccc(F)cc3)CC2)c1	12	11	1.1	-6	6%	10	0	1	6
O=C(C1CCN(S(=O)(=O)N2CCC3(CC2)OCCO3)CC1)N1CCOCC1	16	7	1	nt	2%	nt	2	1	-6
CC1(C)Cc2ccccc2C(N)=C1C#N	nt	nt	1	nt	1%	nt	nt	1	4
NC(=O)c1c(NC(=O)c2cccs2)sc2c1CCCCCC2	-34	9	1.4	3	3%	8	0	1	30
CCN1CCCC1CNC(=O)CSCc1nc(-c2ccccc2C)oc1C (stereo unspecified)	-1	-6	1.1	-9	8%	-3	6	1	-3
CCOc1ccc(OCc2ccc(C(=O)Nc3ccc(Cl)cn3)o2)cc1	-15	11	1.2	-8	5%	8	5	1.1	2
COC(=O)c1sccc1NC(=O)c1ccc(Cl)s1	1	-2	1.3	-1	7%	0	-2	1.1	72*
O=S(=O)(NCC1OCCc2ccccc21)c1ccc(S(=O)(=O)N2CCOCC2)cc1 (stereo unspecified)	-6	7	1.1	9	6%	4	4	0.96	5
Cc1ccc(-c2noc(CCC(=O)Nc3cc(C)ccn3)n2)cc1	3	6	1.1	-1	9%	4	-8	0.97	-20
Fc1cccc(CSc2nc3ccncc3[nH]2)c1	-13	7	1	2	3%	3	-5	1	9
O=C(Cc1cn2ccsc2n1)Nc1nc2c(s1)CCCC2	5	6	1.1	0	3%	4	0	1	59
O=C(NC1(C(F)(F)F)N=C2SCCN2C1=O)C1CCCCC1 (stereo unspecified)	7	8	1	-7	8%	6	4	1	-16
CCN(CC)CCNC(=O)CS(=O)Cc1nc(-c2ccccc2Cl)oc1C (stereo unspecified)	17	-7	1.1	-5	2%	-3	0	1	-7
